Source: PubChem
MazF activator – activators of E. coli MazEF toxin-antitoxin RNase. P0AE70. FAM/BHQ RNA-DNA oligo cleavage fluorescence, 5 h. activation, % at 20 µM. 0.32% of 350,000 active; in the data active means activation above about 50%
Target sequence (P0AE70 whole entry, looked up): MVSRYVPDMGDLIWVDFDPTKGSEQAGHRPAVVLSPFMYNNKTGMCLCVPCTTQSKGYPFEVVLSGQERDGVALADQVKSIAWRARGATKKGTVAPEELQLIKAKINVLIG
Yp Topo-I inh – Y. pestis Topo-I inhibition via cleavage products | activity, % at 10 µM | 0.064% of 360,000 active | Y. pestis Topo-I cleavage product accumulation, plate reader; in the data active means activity above about 50%, passing the limit was not always enough; further: inactives centre near 2
PriA SSB inh – blocks PriA binding to SSB C-terminal tail | AlphaScreen SSBct-PriA binding, biotinylated peptide | inhibition, % at 33 µM | 0.6% of 430,000 active; in the data active means inhibition mostly above about 37%, no sharp cut-off; inactive means mostly below about 20%;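 further: plate controls were negative control peptide for no effect and reference peptide for full effect; strong numbers were not always called active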
TcdB inh – TcdB glycohydrolase inhibition; TcdB glycohydrolase enzymatic assay, plate reader; AID 652162; inhibition, % at 9.99 µM; 0.24% of 350,000 active; in the data active means inhibition above about 10%
CCHFV vOTU inh – CCHFV vOTU protease inhibition | Pep-AMC fluorescence | inhibition, % at 11.5 µM | 0.55% of 370,000 active; in the data active means inhibition above about 30%; further: 0% = vehicle wells with enzyme and 100% = no enzyme wells
SARS 3CLpro inh – SARS-CoV 3CLpro protease inhibition; 0.14% of 290,000 active; recombinant SARS-CoV 3CLpro, quenched FRET peptide cleavage; inhibition, % at 6 µM; in the data active means inhibition above about 12%
Rv3671c inh – inhibitors of M. tuberculosis serine protease Rv3671c; P9WHR9; inhibition, % at 5.96 µM; 0.048% of 320,000 active; AID 2606; in the data active means inhibition above about 38%;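 further: extracellular domain of Rv3671c used as enzyme; 0% = enzyme with DMSO and 100% = no enzyme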
Target sequence (P9WHR9 whole entry, looked up, the tested form may be a part): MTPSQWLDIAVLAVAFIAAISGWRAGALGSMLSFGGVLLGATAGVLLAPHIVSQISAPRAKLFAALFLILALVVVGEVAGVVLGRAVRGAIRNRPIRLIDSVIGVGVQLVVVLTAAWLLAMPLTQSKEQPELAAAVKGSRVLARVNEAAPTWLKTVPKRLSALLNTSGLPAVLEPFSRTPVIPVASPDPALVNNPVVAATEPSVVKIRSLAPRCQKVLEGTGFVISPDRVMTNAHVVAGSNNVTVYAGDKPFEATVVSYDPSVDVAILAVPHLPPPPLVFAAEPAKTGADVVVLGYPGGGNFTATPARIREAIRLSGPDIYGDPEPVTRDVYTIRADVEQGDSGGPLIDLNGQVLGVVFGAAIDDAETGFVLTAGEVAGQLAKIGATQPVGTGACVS
PrPC surface inh – reduces human prion protein on the cell surface | P04156 | cell surface PrPC, TR-FRET read-out | inhibition, % at 13.8 µM | 0.43% of 370,000 active; in the data active means inhibition above about 24%; further: 0% = median of the test wells and 100% = reference compound wells
BH1578 lux ind – quorum light induction in luxS cqsA deficient V. cholerae. V. cholerae BH1578 lux reporter, luminescence, 6 h. activation, % at 18.7 µM. 0.16% of 350,000 active. AID 588436; in the data active means activation mostly above about 9.7%, no sharp cut-off; further: not every result past the cut was called active; inactives centre near 0; reference of the scale not given here
VHR inh abs – DUSP3 (human) phosphatase inhibition; recombinant VHR phosphatase, pNPP absorbance; inhibition, % at 13.3 µM; 0.52% of 290,000 active; in the data active means inhibition above about 50%; further: some compounds called inactive have numbers as strong as hits
Target sequence (P51452 whole entry, looked up): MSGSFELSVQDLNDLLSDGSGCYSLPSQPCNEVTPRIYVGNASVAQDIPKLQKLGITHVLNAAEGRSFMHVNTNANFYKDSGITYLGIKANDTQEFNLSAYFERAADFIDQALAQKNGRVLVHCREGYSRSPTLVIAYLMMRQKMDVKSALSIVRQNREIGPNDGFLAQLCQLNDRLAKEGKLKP
* = called active by the depositor; i = inactive; · = no result given; & = joins results of further samples. A portion of the library. The share of hits here may be higher or lower than overall.

[1] COc1ccccc1NC(=O)CC1SC(=N)N(c2ccccc2)C1=O (configuration not stated)
[2] Cc1c(C)c2ccc(OCC(=O)Nc3ccc(S(N)(=O)=O)cc3)c(C)c2oc1=O
[3] O=C(O)c1ccccc1
[4] COc1ccc(CCNS(=O)(=O)c2cccc3nsnc23)cc1OC
[5] O=c1[nH]c(C2CCN(S(=O)(=O)c3ccc(C(F)(F)F)cc3)CC2)nc2c1nnn2Cc1ccc(F)cc1
[6] O=C(Nc1nnc(-c2cccs2)o1)c1cccc(C(F)(F)F)c1
[7] CCc1ccc(NC(=O)CSc2nnc(-c3ccco3)o2)cc1
[8] Cc1cc(Cl)c(S(=O)(=O)NC(C(=O)O)C(C)C)cc1OCC(=O)NC1CCCCC1 (configuration not stated)

Compound	1	2	3	4	5	6	7	8
MazF activator	0	35	9	1	7	-5	-4	7
Yp Topo-I inh	6	16	-3	-2	21	2	13	4
PriA SSB inh	-2	-9	-9	-7	-4	-11&-13	-4	0
TcdB inh	0.9	3.0	0.5	·	0.9	-0.5	-9.7	·
CCHFV vOTU inh	16	-1	-7	-3	1	3	15	8
SARS 3CLpro inh	0	-2	·	-2	7	6	-7	2
Rv3671c inh	-4	-12	6	2	-8	8	-6	-3
PrPC surface inh	-1	10	9	-30	-1	0	9	5
BH1578 lux ind	i	-0.9	-0.4	i	-6.9	-0.2	-0.4	1.4
VHR inh abs	33	-22	·	21	-17	4	22	12

[9] CC1C(=O)N(Cc2cn(CCC3OCCCO3)nn2)CCS(=O)(=O)N1Cc1ccc(-c2ccccc2)cc1 (configuration not stated)
[10] Fc1ccc(N2CCN(Cc3nnc(-c4ccccc4)o3)CC2)cc1
[11] Cc1ccc(-c2csc(NC(=O)c3ccco3)n2)cc1C
[12] CC1(C)NC(=O)N(CNc2cc(Cl)ccc2Cl)C1=O
[13] Fc1ccc(CNC(=S)NCc2ccccc2)cc1
[14] CC(N)C(=O)NC(C(=O)NC(C)C(=O)Nc1cccc2ccccc12)C(C)C (configuration not stated)
[15] C#CCOCCOCCOCCNc1nc(N2CCN(C(=O)[C@H](CCCCN)n3cc([C@@H](N)C(C)CC)nn3)CC2)nc(N2CCN(C(=O)[C@H](Cc3cc4ccccc4[nH]3)n3cc([C@@H](N)CC(C)C)nn3)CC2)n1 (some centres not stated)
[16] NC(=O)C1CCN(C(=O)CCc2nc3sc4c(c3c(=O)[nH]2)CCCC4)CC1

Compound	9	10	11	12	13	14	15	16
MazF activator	2	2	9	6	3	·	-22	-2
Yp Topo-I inh	4	-6	7	5	-6	-12	-24	-5
PriA SSB inh	·	1	-2	2	-12	·	9	-12
TcdB inh	2.3	0.1	-0.1	·	2.7	-1.6	·	4.2
CCHFV vOTU inh	-6	-14	0	14	16	18	·	-10
SARS 3CLpro inh	·	5	9	1	7	·	-1	·
Rv3671c inh	·	-18	-19	0	0	·	-2	-5
PrPC surface inh	-8	5	3	1	5	-3	·	-4
BH1578 lux ind	1.1	i	0.7	-0.4	0.2	i	i	-0.7
VHR inh abs	·	21	1	-6	10	·	25	·

[17] Cc1c(OC(=O)c2ccc([N+](=O)[O-])cc2)c2c(c[n+]1C)COC(C)(C)OC2
[18] Cc1cc(OCCn2cc(/C(N)=N/O)c3ccccc32)ccc1Cl
[19] Nc1ncnc(Nc2cccc(Cl)c2Cl)n1
[20] CC(C)C(=O)NN1c2ccccc2CCc2ccccc21
[21] COc1cc(C2NC(=O)NC(c3ccccc3)=C2C(C)=O)c(Br)c(Br)c1O (configuration not stated)
[22] O=C(NCCN1CCCCCC1)C1CCN(S(=O)(=O)N2CCOCC2)CC1
[23] COc1ccc(Br)cc1/C=C\C(=O)NCc1cccnc1
[24] Cc1c(Br)c(C(N)=O)nn1C

Compound	17	18	19	20	21	22	23	24
MazF activator	4	33	4	3	1	2	-3	-3
Yp Topo-I inh	-10	8	0	4	-1	-5	-3	0
PriA SSB inh	-25	·	-11	-10	-3	-8	-9	-13
TcdB inh	·	0.0	1.5	1.0	-4.7	·	1.0	·
CCHFV vOTU inh	·	11	-1	-4	-2	-3	7	-9
SARS 3CLpro inh	0	-2	7	3	2	3	2	-3
Rv3671c inh	-5	15	-4	5	4	-1	1	8
PrPC surface inh	·	0	-2	0	-4	0	-14	8
BH1578 lux ind	i	-6.2	-0.3	-0.1	i	-5.0	0.2	-12
VHR inh abs	10	35	-12	9	14	20	24	-20

[25] O=C(CN1CCN(Cc2ccc3c(c2)OCO3)CC1)Nc1ccc2c(c1)OCO2
[26] O=C(OCc1ccccc1Cl)c1ccc(-n2cnnc2)cc1
[27] CN(C)c1nc(-c2ccccc2)nc(-c2ccc(Cl)cc2)c1C#N
[28] COC(=O)c1c(C)[nH]c(C(=O)OCC(=O)NCC(C)C)c1C
[29] O=C(CSc1nnc2c(n1)[nH]c1ccccc12)Nc1cccc(S(=O)(=O)N2CCOCC2)c1
[30] CCOc1ccccc1N1CCN(C(=O)c2ccc(-c3ccc(OC(C)=O)cc3)cc2)CC1
[31] Cn1cnc([N+](=O)[O-])c1Nc1ccccc1O
[32] CC(C)C[C@@H]1CN=C(N)N1C[C@@H]1CCCN1C[C@@H](C(C)C)N1C[C@@H](Cc2ccccc2)N(CCCC2CCCC2)C1=N

Compound	25	26	27	28	29	30	31	32
MazF activator	3	6	0	-12	22	7	5	22
Yp Topo-I inh	-4	13	4	-6	2	25	0	6
PriA SSB inh	3	-3	10	-16	-5	-16	-11	9
TcdB inh	·	·	·	1.5	-1.1	-0.2	·	-0.5
CCHFV vOTU inh	13	-3	13	-2	15	6	10	1
SARS 3CLpro inh	-3	1	-2	4	-2	2	4	·
Rv3671c inh	1	2	6	-3	-29	3	-2	0
PrPC surface inh	-3	1	3	9	-7	3	-8	-5
BH1578 lux ind	-0.2	-2.4	i	·	-0.4	0.6	i	-2.8
VHR inh abs	19	36	24	-31	4	-22	3	·

[33] CCN1CCC2(CCN(C(=O)c3cc(COc4cc(C)ccc4C)on3)C2)C1 (configuration not stated)
[34] Cc1c(OC(C)C(=O)N2C[C@H]3C[C@@H](C2)c2cccc(=O)n2C3)ccc2c3c(c(=O)oc12)CCCC3 (some centres not stated)
[35] CCOC(=O)c1ccccc1NC(=O)c1c(O)c2ccccc2n(CC)c1=O
[36] Cc1ccc(F)cc1NC(=O)C1CC(=O)N(Cc2ccccc2)C1 (configuration not stated)
[37] O=C(O)CCC(=O)Nc1ccccc1C(=O)NCCc1ccccc1
[38] Cn1cccc1CNC1CCCC1
[39] N=C1/C(=C/c2ccco2)C(=O)N=C2SC(CC(=O)N3CCCC3)=NN12
[40] c1cncc(-c2nc(NCCCN3CCOCC3)c3c4c(sc3n2)CCC4)c1

Compound	33	34	35	36	37	38	39	40
MazF activator	6	8	4	4	0	6	-4	2
Yp Topo-I inh	-3	11	-4	-4	2	5	10	26
PriA SSB inh	8	6	-15	·	-4	4	-4	-2
TcdB inh	0.8	1.6	·	-1.1	1.1	0.3	0.9	3.5
CCHFV vOTU inh	-10	3	1	6	-9	1	16	-19
SARS 3CLpro inh	0	4	-7	·	4	4	6	-4
Rv3671c inh	-8	-1	6	·	-1	1	-4	2
PrPC surface inh	-6	-5	3	2	2	2	-6	-4
BH1578 lux ind	-2.2	-0.6	0.1	i	-0.2	0.9	i	-2.9
VHR inh abs	-1	9	-6	·	-4	27	-2	-2

[41] Cc1ccc2cc3c(N)c(C(=O)N4CCOCC4)sc3nc2c1
[42] Cc1cc(C)cc(NC(=O)C(OC(=O)c2sccc2C)c2ccccc2)c1 (configuration not stated)
[43] COc1cccc2c1cc1c(=O)n(CC(=O)NCCCN3CCN(C)CC3)nc(C)n12
[44] CCc1nc2c(OCC(=O)C(C)(C)C)cccn2c1N(C=O)Cc1ccc(OC)cc1
[45] CCn1c(O)c(C=NC2CCCC(C)C2C)sc1=S (configuration not stated)
[46] O=C(O)COc1ccccc1/C=C1\C(=O)Nc2ccc(Br)cc21
[47] N=c1ccn(Cc2ccc(F)cc2)cc1
[48] CC1CCN(C(=O)CCCN2C(=O)c3cccnc3Oc3ccc(Cl)cc32)CC1

Compound	41	42	43	44	45	46	47	48
MazF activator	6	8	8	·	-1	-9	10	-20
Yp Topo-I inh	-2	-3	6	14	2	18	3	17
PriA SSB inh	-5	2	-26	·	8	2	-2	-2
TcdB inh	·	·	-0.2	-6.2	4.2	0.5	2.3	1.9
CCHFV vOTU inh	7	-26	-295	13	-1	1	-6	-9
SARS 3CLpro inh	1	0	-2	·	6	0	0	2
Rv3671c inh	6	13	-4	·	3	-10	7	-2
PrPC surface inh	-35	3	-4	7	-11	-3	-2	5
BH1578 lux ind	-1.6	-0.3	-0.2	-4.5	-0.3	-18	i	i
VHR inh abs	30	3	38	·	-7	22	21	-2

[49] Cc1ccc(S(=O)(=O)N/N=C/c2ccc(OCC(=O)Nc3ccccc3Cl)cc2)cc1
[50] CN(C)C(=S)Nc1ccc(Br)c(Cl)c1
[51] O=C(COC(=O)CNC(=O)c1sc2ccccc2c1Cl)NC1CCS(=O)(=O)C1 (configuration not stated)
[52] CCC1CCC/C1=N\NC(=O)c1ccc(Cl)cc1 (configuration not stated)
[53] Cc1nn2c(Nc3ccccc3)c3c(nc2c1-c1ccccc1)CCC3
[54] COC(=O)CCN1CCN(S(=O)(=O)c2ccccc2Br)CC1
[55] CC[C@H](C)[C@H]1CNC(=O)C(=O)N1CC1CCN(CCc2ccccc2)CC1
[56] Cc1ccc(C(=O)CC2(O)C(=O)N(CCc3ccccc3)c3ccc(Br)cc32)o1 (configuration not stated)
[57] COc1cc(C(=O)Nc2nnc(CC(=O)NCc3ccccc3)s2)cc(OC)c1OC
[58] C#CCOCCOCCOCCNc1nc(N2CCN(C(=O)[C@H]([C@@H](C)CC)n3cc([C@@H](N)CC(C)C)nn3)CC2)nc(N2CCN(C(=O)[C@H]([C@@H](C)CC)n3cc([C@@H](N)CC(C)C)nn3)CC2)n1
[59] O=S(=O)(c1cnccc1N1CCN(/N=C/c2ccc(Cl)cc2)CC1)N1CCCCC1

Compound	49	50	51	52	53	54	55	56	57	58	59
MazF activator	1	-3	2	2	7	-1	0	-2	-2	12	0
Yp Topo-I inh	8	-8	-7	-7	0	1	3	6	1	2	-1
PriA SSB inh	·	3	-14	·	-7	-11	-2	8	-10	19	·
TcdB inh	0.8	-0.3	2.0	1.7	-0.6	0.6	1.1	·	0.8	0.3	·
CCHFV vOTU inh	22	20	-2	-14	-11	-9	-4	6	9	4	13
SARS 3CLpro inh	8	5	·	·	-1	0	·	1	6	2	0
Rv3671c inh	-30	-8	-5	-6	-1	3	·	-11	-6	-3	-2
PrPC surface inh	2	8	9	10	-4	7	3	0	3	-5	8
BH1578 lux ind	i	i	-0.9	-0.4	i	-5.2	-1.4	-0.5	·	i	-0.6
VHR inh abs	3	-3	·	·	8	12	·	40	11	21	34

Of the compounds above, 7 have an aryl methoxy group.
[1] COc1ccccc1NC(=O)CC1SC(=N)N(c2ccccc2)C1=O (configuration not stated)
[4] COc1ccc(CCNS(=O)(=O)c2cccc3nsnc23)cc1OC
[21] COc1cc(C2NC(=O)NC(c3ccccc3)=C2C(C)=O)c(Br)c(Br)c1O (configuration not stated)
[23] COc1ccc(Br)cc1/C=C\C(=O)NCc1cccnc1
[43] COc1cccc2c1cc1c(=O)n(CC(=O)NCCCN3CCN(C)CC3)nc(C)n12
[44] CCc1nc2c(OCC(=O)C(C)(C)C)cccn2c1N(C=O)Cc1ccc(OC)cc1
[57] COc1cc(C(=O)Nc2nnc(CC(=O)NCc3ccccc3)s2)cc(OC)c1OC

Compound	1	4	21	23	43	44	57
MazF activator	0	1	1	-3	8	·	-2
Yp Topo-I inh	6	-2	-1	-3	6	14	1
PriA SSB inh	-2	-7	-3	-9	-26	·	-10
TcdB inh	0.9	·	-4.7	1.0	-0.2	-6.2	0.8
CCHFV vOTU inh	16	-3	-2	7	-295	13	9
SARS 3CLpro inh	0	-2	2	2	-2	·	6
Rv3671c inh	-4	2	4	1	-4	·	-6
PrPC surface inh	-1	-30	-4	-14	-4	7	3
BH1578 lux ind	i	i	i	0.2	-0.2	-4.5	·
VHR inh abs	33	21	14	24	38	·	11
